Screening results: PubChem, several laboratories
Hsp70 activator: switches on Hsp70 transcription; HeLa Hsp70 promoter luciferase reporter, luminescence; scaled: vehicle 0, proteasome-inhibitor control 100%; activation, % at 10 µM; actives 0.04% (n = 200,000); AID 1203;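 active means activation above the mean across all tested compounds plus 3 SD, cutoff set per campaign, cut at about 5.5% in these data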;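 further: 100% = MG132 at 30 µM as the positive control and 0% = DMSO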
G6PDH CS: L. mesenteroides G6PDH inhibition counter-screen; Purified L. mesenteroides G6PDH, diaphorase/resazurin coupled fluorescence, 45 min; inhibition, % at 5 µM; actives 0.12% (n = 200,000); AID 1020; in the data active means inhibition above about 50%
TLR4 MyD88 comp: inhibitors of human TLR4-MyD88 binding; HeLa CL3-4 TLR4/MyD88 BLA complementation, FRET ratio; actives 0.18% (n = 200,000); inhibition, % at 8.4 µM; O00206+Q99836; in the data active means inhibition above about 25%;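 further: 0% = vehicle and 100% = reference inhibitor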
Target sequence (O00206 whole entry, looked up): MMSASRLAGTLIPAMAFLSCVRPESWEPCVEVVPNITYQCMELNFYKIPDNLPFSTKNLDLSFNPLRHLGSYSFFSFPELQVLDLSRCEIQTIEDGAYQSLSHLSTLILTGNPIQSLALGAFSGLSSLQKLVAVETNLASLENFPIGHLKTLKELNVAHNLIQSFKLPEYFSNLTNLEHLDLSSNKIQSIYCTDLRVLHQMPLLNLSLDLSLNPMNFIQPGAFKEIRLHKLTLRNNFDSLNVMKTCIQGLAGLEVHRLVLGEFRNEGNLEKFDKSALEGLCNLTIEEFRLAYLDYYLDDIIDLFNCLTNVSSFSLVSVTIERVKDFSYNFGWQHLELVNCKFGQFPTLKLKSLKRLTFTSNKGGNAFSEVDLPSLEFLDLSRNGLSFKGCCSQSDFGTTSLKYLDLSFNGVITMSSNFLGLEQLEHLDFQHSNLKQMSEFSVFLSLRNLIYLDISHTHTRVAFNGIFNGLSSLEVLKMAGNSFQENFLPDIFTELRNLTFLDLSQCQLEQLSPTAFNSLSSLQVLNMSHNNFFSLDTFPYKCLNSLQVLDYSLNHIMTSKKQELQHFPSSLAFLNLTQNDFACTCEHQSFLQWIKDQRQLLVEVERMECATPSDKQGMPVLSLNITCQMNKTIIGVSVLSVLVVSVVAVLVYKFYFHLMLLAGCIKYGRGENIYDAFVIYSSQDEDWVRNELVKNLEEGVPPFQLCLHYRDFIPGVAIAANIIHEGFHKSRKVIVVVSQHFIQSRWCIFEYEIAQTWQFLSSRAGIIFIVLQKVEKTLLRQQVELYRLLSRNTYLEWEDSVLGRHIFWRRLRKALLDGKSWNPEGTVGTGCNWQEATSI
Target sequence (Q99836 whole entry, looked up): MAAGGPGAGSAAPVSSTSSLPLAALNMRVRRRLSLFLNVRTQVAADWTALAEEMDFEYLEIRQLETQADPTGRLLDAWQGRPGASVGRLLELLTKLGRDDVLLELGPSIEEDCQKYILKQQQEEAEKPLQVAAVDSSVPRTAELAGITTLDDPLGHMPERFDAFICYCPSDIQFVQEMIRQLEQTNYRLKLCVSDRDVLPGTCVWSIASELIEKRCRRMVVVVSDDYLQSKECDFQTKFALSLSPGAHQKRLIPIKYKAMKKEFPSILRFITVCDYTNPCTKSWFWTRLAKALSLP
APP 5UTR inh: APP translation inhibition | SH-SY5Y APP 5'UTR-luciferase reporter, luminescence | inhibition, % at 2 µM | actives 0.82% (n = 190,000);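 active means inhibition above a set limit, derived from the sample mean plus 3 SD, cut at about 45% in these data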; further: values of inactives mirror those of a sister screen read the other way
STAT3 blocker: reduces IL-6 driven STAT3 reporter signal. U3A cells, IL-6 STAT3-luciferase reporter, luminescence; host cell line lacks STAT1. inhibition, % at 5.5 µM. actives 0.89% (n = 190,000). AID 862;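 active means inhibition above the mean inhibition across all screened compounds plus 3 SD, cut at about 44% in these data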;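 further: 0% = DMSO only wells and 100% = 100 µM nifuroxazide control wells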
STAT3 activator: activators of IL-6 induced STAT3 signaling. U3A cells, IL-6 STAT3-luciferase reporter, luminescence; 100% = signal with IL-6 EC80 alone. activation (% of control), % at 5.6 µM. actives 0.91% (n = 190,000). AID 871;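 active means activation above the screen-wide mean of compound activation plus 3 SD, cut at about 130% in these data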;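 further: 0% = background luminescence of wells with medium and substrate only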
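Material: human U3A cells carrying STAT3-luciferase construct. Measured by: reporter luminescence signal. Timing: compound 1 h, then IL-6 6 h at 37 °C.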
STAT1 inh: reduces IFN-gamma driven STAT1 reporter signal; NIH 3T3 STAT1-luciferase reporter, luminescence; inhibition, % at 5.5 µM; actives 0.35% (n = 200,000); AID 920;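 active means inhibition above a set limit, the mean inhibition across all tested compounds plus 3 SD, cut at about 34% in these data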;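 further: 0% = IFN-gamma with DMSO and 100% = IFN-gamma with 300 µM nifuroxazide; values of inactives mirror those of a sister screen read the other way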
Diaphorase inh: inhibits diaphorase or chemically oxidizes, flagging diaphorase assay artifacts; diaphorase resazurin-to-resorufin fluorescence, NADH, 16 min; bacterial (C. kluyveri) enzyme, not human; actives 0.69% (n = 190,000); inhibition, % at 20 µM; AID 1217;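 active means primary screen inhibition at 20 µM above a set limit, cut at about 50% in these data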;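 further: plate controls were DMSO with full reaction for no effect and wells lacking NADH for full effect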
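Assay system – diaphorase enzyme from Clostridium kluyveri · Amount – diaphorase 0.14 U/mL (working solution) · Times – reaction incubation of 16 min at room temperature · Controls – No-NADH positive control and DMSO neutral control · Signal – resorufin fluorescence 544/590 nm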
Diaphorase act: counter-screen for diaphorase-based assays: diaphorase activators and chemical reducers | Diaphorase/resazurin coupled assay, resorufin fluorescence, 16 min; active compounds read high; 1 = vehicle wells, 0 = NADH-free wells | activation factor at 20 µM | actives 0.005% (n = 190,000) | AID 1229;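 active means diaphorase activity raised at least twofold by the compound at 20 µM; inactive means activation factor below 2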
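test system = bacterial diaphorase enzyme (C. kluyveri) | quantity = enzyme 0.07 U/mL final | reagent = NADH substrate 0.114 mM plus resazurin dye 0.1 mM, final | incubation = 16 min enzyme reaction, ambient temperature | buffer or medium = HEPES pH 7.4 buffer with MgCl2 and Tween 20 | signal = fluorescence of resorufin, 544 nm excitation, 590 nm emission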
STAT1 activator: STAT1 signaling activation. NIH 3T3 STAT1-luciferase reporter, IFN-gamma, luminescence; 100% = IFN-gamma alone, no compound. activation (% of control), % at 5.5 µM. actives 2.6% (n = 200,000). AID 932;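 active means activation above the screen-wide mean activation plus 3 SD, cut at about 130% in these data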;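 further: raw ratio to IFN-gamma control signal so 100% means no change and 0% no light; values of inactives mirror those of a sister screen read the other way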
Active calls of the source: *; . = not tested or not shown.

SMILES	Hsp70 activator	G6PDH CS	TLR4 MyD88 comp	APP 5UTR inh	STAT3 blocker	STAT3 activator	STAT1 inh	Diaphorase inh	Diaphorase act	STAT1 activator
CCn1nc(C(=O)Nc2nc3ccc(C)cc3s2)c2ccccc2c1=O	-0.2	4	-8	-14	20	87	3	10	0.9	97
COc1cccc(C2CC(c3ccc(F)cc3)Nc3nc(N)nn32)c1 (centres undefined)	-0.2	12	-8	11	4	101	-10	11	0.9	109
COc1ccc(-c2csc3nc(C)n(-n4cccc4)c(=O)c23)cc1	-0.5	6	14	4	-1	108	0	-20	1.2	100
Cn1cc(C(=O)C(F)(F)F)c2ccccc21	-0.3	5	-1	-8	-3	108	-6	-8	1.1	106
O=C(Nc1ccc(Cl)cn1)Nc1cccs1	-0.2	8	11	-26	6	98	-25	-3	1	123
CC(=O)NC(NC(C)=O)c1ccc(Br)cc1	0.2	2	3	6	4	100	4	11	0.9	97
O=C(c1cc(COc2ccc(F)cc2Cl)on1)N(Cc1ccncc1)CC1CCCO1 (centres undefined)	-0.1	2	-17	-2	-2	107	3	20	0.8	96
O=C(CSc1ccc(-c2ccc(F)cc2)nn1)N1CCN(c2ccccc2)CC1	-0.2	12	-3	-14	-4	99	-4	8	0.9	103
CCCCSc1ccc2nc(-c3ccc(C#N)cc3)cn2c1	0.0	7	-2	-37	13	94	-35	13	0.9	131*
CC(C)C(c1nnnn1Cc1cccs1)N1CCN(c2ccccc2)CC1 (centres undefined)	0.0	-4	5	8	2	105	4	12	0.9	96
CCN(C(=O)COC(=O)c1cc(S(=O)(=O)Nc2c(C)n(C)n(-c3ccccc3)c2=O)ccc1Cl)C1CCCCC1	-0.2	12	0	-26	8	101	3	17	0.8	98
O=C(COC(=O)c1ccc2c(=O)n3c(nc2c1)CCC3)NC1CCS(=O)(=O)C1 (centres undefined)	-0.3	7	-9	-24	8	96	-7	0	1	104
CC1=N/C(=C/c2ccco2)C(=O)O1	0.2	5	-12	-13	3	105	-4	13	0.9	102
O=C(NCCCN1CCc2ccccc2C1)Nc1ccc(Br)cc1	-0.6	-2	3	-20	-6	111	-3	-5	1	103
CCn1c(=O)cc(OCC(=O)Nc2cccnc2)c2ccccc21	-0.1	-2	4	-3	24	83	6	-6	1.1	95
Cn1c(SCC(=O)NCc2ccccc2)nnc1-c1ccc(NC(=O)CCc2ccccc2)cc1	0.0	-2	-7	9	0	101	-7	0	1	107
CCCNS(=O)(=O)c1cccc2cccnc12	.	6	.	4	.	.	.	4	1	.
CCCCNC(=O)CCC(=O)Nc1ccc2nc(N3CCC(C)CC3)cc(C)c2c1	-0.4	-3	6	-3	1	100	-5	6	0.9	106
COC(=O)c1ccccc1NC(=O)CSc1nc(N)cc(N)n1	-0.2	4	-2	.	14	96	-3	7	0.9	103
O=C(OC(C(=O)NCc1cccs1)c1ccccc1F)c1ccco1 (centres undefined)	-0.1	4	0	4	9	96	-5	2	1	104
Fc1ccc(-n2c(Cc3cccs3)n[nH]c2=S)cc1Cl	0.0	6	-3	-38	11	97	-5	13	0.9	104
CN1C(=O)CC(C(=O)O)SC1=Nc1ccc(F)cc1 (centres undefined)	-0.4	8	-14	-2	2	101	2	8	0.9	100
COc1ccc(C(=O)Nc2ccc3cn[nH]c3c2)c(OC)c1	-0.1	5	-18	-134	-10	109	-71	-2	1	164*
Cc1cccc2cc(C#N)c(NCCNS(=O)(=O)c3ccccc3)nc12	-0.4	16	-11	-6	7	97	-3	27	0.7	101
COC(=O)c1ccc(C)c(N(CCO)CCO)c1	-0.1	8	11	-2	26	83	9	16	0.8	93
Nc1nnc(-c2ccco2)s1	-0.3	10	-2	2	3	100	8	9	0.9	92
C=CCNC(=O)c1ccccc1NC(=O)Nc1ccccc1	-0.4	-2	5	-10	6	98	4	9	0.9	96
CC(C)OCC(O)CN1CCN(C(c2ccccc2)c2ccccc2)CC1 (centres undefined)	-0.4	18	-13	8	9	94	-4	7	0.9	102
O=C(C1=NN[C@@H]2C(=O)N(c3ccccc3C(F)(F)F)C(=O)[C@H]12)c1ccc2ccccc2n1	0.2	-4	17	-14	16	86	18	17	0.8	83
Cc1cc2oc3c(c(=O)c2cc1C)C(c1cccc(Br)c1)N(Cc1ccco1)C3=O (centres undefined)	-0.3	10	1	-3	19	86	13	13	0.9	88

STAT1 activator: what is marked active above.
SMILES | Hsp70 activator | TLR4 MyD88 comp | APP 5UTR inh | STAT3 activator | STAT1 inh | Diaphorase inh | STAT1 activator
CCCCSc1ccc2nc(-c3ccc(C#N)cc3)cn2c1 | 0.0 | -2 | -37 | 94 | -35 | 13 | 131*
COc1ccc(C(=O)Nc2ccc3cn[nH]c3c2)c(OC)c1 | -0.1 | -18 | -134 | 109 | -71 | -2 | 164*

(list continues)
SMILES	Hsp70 activator	G6PDH CS	TLR4 MyD88 comp	APP 5UTR inh	STAT3 blocker	STAT3 activator	STAT1 inh	Diaphorase inh	Diaphorase act	STAT1 activator
Cc1nc(-c2cccc3ccccc23)ccc1C(=O)O	-0.4	0	9	1	-14	112	-5	-8	1.1	104
Cc1[nH]c2ccc(OCc3ccccc3)cc2c1CCN1C(=O)OC(C)(C)C1(C)O (centres undefined)	-0.1	-3	4	-8	5	103	8	16	0.8	93
Cc1cc(C)n2nc(SCc3cc(=O)oc4cc(O)ccc34)nc2n1	-0.2	-4	-9	9	-2	105	-2	40	0.6	102
Cc1ccc(NS(=O)(=O)c2ccc(CCC(=O)N3CCOCC3)cc2)cc1	-0.3	1	12	14	-2	105	11	-7	1.1	92
Cc1cccc(C)c1OCc1n[nH]c(=S)n1N	-0.2	3	12	19	-3	107	-6	15	0.9	108
COc1ccc(N(C(=O)c2ccco2)C(C(=O)NC2CCCCC2)c2cccs2)cc1OC (centres undefined)	0.3	-1	-7	-3	2	101	6	13	0.9	96
COc1ccc2nc(-c3ccc(N)cc3)[nH]c2c1	-0.7	6	-9	39	42	66	2	4	1	98
Cc1n[nH]c(C)c1S(=O)(=O)N1CCCC(C(=O)NC2CCCc3ccccc32)C1 (centres undefined)	-0.3	5	7	21	-8	114	18	21	0.8	84
CC(NC(=O)Cn1c(=O)[nH]c2ccsc2c1=O)C12CC3CC(CC(C3)C1)C2 (centres undefined)	-0.4	9	1	-1	-10	106	-2	10	0.9	102
Cc1c(Nc2ccc3nonc3c2[N+](=O)[O-])c(=O)n(-c2ccccc2)n1C	-0.2	5	-8	-11	5	97	-8	-4	1	106
O=C(C1CC1)N1CCc2cc(S(=O)(=O)NCC3COc4ccccc4O3)ccc21 (centres undefined)	-0.2	0	6	9	-1	103	-2	18	0.8	101
Cc1ccc(-c2noc(CCC(=O)Nc3ccc(C)cn3)n2)cc1	0.1	14	2	-12	5	98	-3	-14	1.1	103
CCCN(CCC)c1nc2ccccc2nc1C(C#N)C(=O)OC(C)COC (centres undefined)	-0.3	.	-1	0	22	86	3	.	.	98
COc1ccc(-n2cc(-c3ccc(OC)c(OC)c3)[nH]c2=S)cc1	-0.1	1	2	-13	-4	104	-3	14	0.9	102
Cc1ccc(/C=C2\SC(=S)N(CCC(=O)NNS(=O)(=O)c3ccc(C)cc3)C2=O)cc1	-0.2	-14	-17	-19	19	87	5	-1	1	96
COC(=O)c1ccccc1NC(=O)C1CCN(S(=O)(=O)c2cc(C)ccc2OC)CC1	-0.5	-1	-6	-4	3	101	2	25	0.8	98
CCCc1nc2c(c(=O)c3ccccc3n2C)c(=O)n1-c1ccc(F)cc1	-0.1	1	-15	-5	-27	119	-9	78*	0.2	108
N#C/C(=C\c1ccc([N+](=O)[O-])cc1)c1nc(C2CC2)cs1	-0.2	-20	7	-29	8	92	-6	10	0.9	106
CC1(C)Cc2ccccc2C(=NCCCC(=O)O)N1	-0.2	-4	7	-3	12	96	15	3	1	87
Cc1ccc(-c2ccc(SCC(=O)Nc3nonc3C)nn2)cc1	-0.3	-29	-5	-18	3	100	-6	22	0.8	105
Cc1ccc2c(c1)NC(=O)CC(c1ccccc1)=N2	0.2	12	-14	-12	7	97	-29	12	0.9	126
CCSc1nc(C(F)(F)F)cc(=O)n1-c1ccccc1	-0.1	-2	12	6	-10	117	-3	-6	1.1	102
COC(=O)CC(NC(=O)c1ccc(C)cc1)c1ccc2c(c1)OCO2 (centres undefined)	-0.1	3	3	-11	-4	107	-4	13	0.9	103
O=C(NC1CCCCC1)c1ccc(CN2CCOCC2)cc1	-0.3	8	-5	-28	10	96	-3	7	0.9	103
O=C(Nc1ccc2c(c1)OCO2)C1CC(=O)N(CCc2ccccc2)C1 (centres undefined)	-0.4	5	0	-7	2	101	-15	18	0.8	112
COc1ccc(NC(=O)c2ccco2)cc1NC(=O)c1cc2ccccc2o1	-0.5	6	-7	6	11	95	3	0	1	95
OCC(CO)(CO)n1cnnn1	-0.1	6	14	-14	10	100	3	5	0.9	97
COc1ccc(S(=O)(=O)NCc2cccs2)cc1	-0.4	2	16	-8	-7	103	3	-9	1.1	97
COc1ccccc1-c1nc2cc3ccccc3cc2nc1-c1ccccc1OC	-0.3	-2	-2	2	-23	118	2	18	0.8	98
Oc1cccc(C(=S)N2CCCCC2)c1	-0.1	7	-6	0	-4	105	-14	20	0.8	112
CCOc1ccccc1NC(=O)C1CCCCN1S(=O)(=O)c1ccc(F)cc1 (centres undefined)	-0.1	8	0	8	1	99	4	14	0.9	97
CCCCNC(C(=O)Nc1ccc(Cl)c([N+](=O)[O-])c1)c1ccccc1 (centres undefined)	-0.1	-7	-4	-26	8	95	3	31	0.7	98
COc1cccc(CNC(=O)C2CCCN(S(C)(=O)=O)C2)c1 (centres undefined)	-0.1	8	3	-7	2	102	6	18	0.8	96
COC(=O)c1cccc(NC(=O)c2ccc(OC)c(Cl)c2)c1	0.0	3	9	-30	26	82	-8	20	0.8	104
COc1ccc(Br)cc1/C=N/NC(=O)c1cc(OC)c(OC)c(OC)c1	-0.1	4	3	-25	-7	104	-2	30	0.7	102
CC1(C)Cc2c(sc3c2c(=N)n(Cc2ccco2)c(=O)n3Cc2ccc(Cl)cc2)CO1	-0.3	13	2	-20	-1	104	-10	27	0.7	108
COc1ccc(C(=O)NNC(=O)c2cnccn2)cc1[N+](=O)[O-]	0.0	5	7	-3	2	102	9	24	0.8	92

Entries of single compounds from above. Order of values: Hsp70 activator	G6PDH CS	TLR4 MyD88 comp	APP 5UTR inh	STAT3 blocker	STAT3 activator	STAT1 inh	Diaphorase inh	Diaphorase act	STAT1 activator
Shown for COC(=O)c1cccc(NC(=O)c2ccc(OC)c(Cl)c2)c1 : 0.0	3	9	-30	26	82	-8	20	0.8	104
Shown for CC1(C)Cc2c(sc3c2c(=N)n(Cc2ccco2)c(=O)n3Cc2ccc(Cl)cc2)CO1 : -0.3	13	2	-20	-1	104	-10	27	0.7	108
Shown for COc1ccc(Br)cc1/C=N/NC(=O)c1cc(OC)c(OC)c(OC)c1 : -0.1	4	3	-25	-7	104	-2	30	0.7	102
